# PKM2 act = PKM2 (human) enzyme activation; P14618; purified PKM2, Kinase-Glo ATP luminescence, activation; response scale: 0% is enzyme alone, no compound; Potency, µM (top dose mostly 57.5 µM), for the others: top-dose activation, usual class: activators; 0.34% of 260,000 active; AID 1631; further: potency means the concentration at half of the fitted maximal effect; nearly all actives have a fitted effect of over 55% in size
# Target sequence (P14618 whole entry, looked up): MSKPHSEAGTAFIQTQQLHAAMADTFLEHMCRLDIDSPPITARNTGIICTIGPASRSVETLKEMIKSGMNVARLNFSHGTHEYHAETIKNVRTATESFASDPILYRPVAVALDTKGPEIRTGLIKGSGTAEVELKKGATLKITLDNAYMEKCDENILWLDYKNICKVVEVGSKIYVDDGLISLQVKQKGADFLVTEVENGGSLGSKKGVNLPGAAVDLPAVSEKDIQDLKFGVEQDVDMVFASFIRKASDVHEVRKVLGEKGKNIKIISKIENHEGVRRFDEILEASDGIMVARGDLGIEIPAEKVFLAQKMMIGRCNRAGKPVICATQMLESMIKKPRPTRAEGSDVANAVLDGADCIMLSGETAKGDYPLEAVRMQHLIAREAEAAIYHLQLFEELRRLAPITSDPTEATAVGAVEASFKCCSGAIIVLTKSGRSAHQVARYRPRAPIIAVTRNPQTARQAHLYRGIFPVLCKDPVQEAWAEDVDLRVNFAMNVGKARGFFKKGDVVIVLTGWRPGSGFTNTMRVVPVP
#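 ATP formation by purified human PK-M2, quantified via coupled luciferase luminescence after 1 h at room temperature with 0.1 mM ADP and 0.5 mM PEP final.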
# uPA generation = inhibitors of cell surface uPA generation; cell surface uPA generation assay, qHTS; Potency, µM (top dose mostly 38.3 µM), without a hit: at the top dose activity change, negative = inhibition, actives largely listed as inhibitors; 0.31% of 330,000 active; active means well fitted inhibition curve with a large enough effect; inconclusive means small, poorly fitted or top-dose-only effect; inactive means no such curve, though single readings can be large or run the other way; tested in mouse RAW 264.7 cells; further: potency means the concentration at half of the fitted maximal effect; nearly all actives have a fitted effect of over 55% in size
# USP2a inh = USP2a (human) protease inhibition; 0.01% of 330,000 active; AID 463254; USP2 core, Ub-CHOP2 coupled fluorogenic reporter, 485/531; Potency, µM (top dose mostly 38.3 µM), for inactives: top-dose activity change, negative = inhibition, usual class: inhibitors;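 further: potency means the concentration at half of the fitted maximal effect; plate controls were DMSO wells for no effect and full inhibition by NEM control for full effect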
#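 Cell-free coupled assay: 10nM USP2 core preincubated 30min RT with compound in Tris-HCl pH 8.0/CaCl2/CHAPS buffer, then 25nM Ub-CHOP2 and 25nM reporter substrate; fluorescence (Ex 485/Em 531) read after 60min RT, normalized to NEM inhibition, concentration-response curves fitted.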
# BCR signal inh = blocks chronic active B-cell receptor signaling; ABC-DLBCL IkBa-CBG/CBR reporter, luminescence ratio, 4 h; Potency, µM (doses to about 46.1 µM), without a hit: at the highest dose ratio change, negative = lower green/red ratio, most hits filed as inhibitors; 0.05% of 340,000 active; AID 493014; active means well fitted inhibition curve with a large enough effect in the signal ratio, with a control signal flat, not every such curve was filed as active; inconclusive means small, poorly fitted or top-dose-only effect, or effect the other way, or a change in a side signal; the % refers to the signal ratio;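 further: potency means the concentration at half of the fitted maximal effect; plate controls were basal doxycycline-induced cells for no effect and cells given 10 µM MG132 for full effect; MG132 reads +100%, hits lower the ratio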
#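 Cell line TMD8 (human ABC DLBCL), stably expressing tet-inducible CBG68-IkBa fusion and CBR; IMDM/0.5% FBS; cpd up to 46 uM; dox induction, 4 h, 37C/5% CO2; dual luminescence; green/red ratio; MG132 control.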
# FBPA coupling cs = inhibits coupling enzyme system, counter-screen for aldolase hits; coupling enzyme system counterscreen, AmpLite Red fluorescence; activity change, negative = inhibition, % at 58.2 µM, hits read low; 0.67% of 290,000 active; AID 2472; in the data active means activity change below about -30%
#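 Activity here indicates interference with the coupling reaction, not aldolase inhibition. Compounds at 57.5 uM final met coupling enzymes for 10 min at RT; substrate and AmpLite Red detection followed, with a 525/598 nm fluorescence read after 20 min.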
# GALK inh = inhibitors of human galactokinase | Purified GALK, Kinase-Glo residual ATP luminescence | Potency, µM (titrated, usually from 57.5 µM), inactives show top-dose activity change, negative = inhibition, actives largely listed as inhibitors | 0.007% of 270,000 active | AID 1868; further: potency means the concentration at half of the fitted maximal effect
#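 Galactose (100 uM) and ATP (35 uM) were turned over by 5 nM GALK for 1 h at RT. Kinase-Glo Plus then converted the remaining ATP into a luminescent signal.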
# B2AR arrestin = recruits beta-arrestin to the human beta2-adrenergic receptor; P07550; AID 492947; Potency, µM (top dose mostly 46.1 µM), inactives show at the highest dose activation, hits mostly activators; 0.02% of 330,000 active; beta-arrestin recruitment to beta2AR, cell-based reporter;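 further: potency means the concentration at half of the fitted maximal effect; 0% = DMSO controls and full agonism = EC100 isoproterenol or metaproterenol; nearly all actives have a fitted effect of over 65% in size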
# KCNH2 WT inh = blocks the wildtype human KCNH2 potassium channel; Q12809; activity change, % at 1.84 µM; AID 720551; 0.37% of 340,000 active; U2OS, BacMam KCNH2, thallium flux FluxOr; hits give low values;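 active means maximum activity change below -70%; inconclusive means maximum activity change between -70% and -50%; inactive means maximum activity change above -50%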
#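 U2OS cells transduced with wild-type KCNH2 virus are loaded with FluxOr dye for 45 min, and thallium flux is measured in kinetic reads before and after stimulation buffer. Rate constants are normalized to DMSO controls.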
# KCNH2 3.1 inh = inhibitors of human KCNH2 3.1 potassium channel isoform; U2OS KCNH2 3.1, thallium flux FluxOr; hits give low values; AID 720553; 0.95% of 340,000 active; activity change, % (tested at about 1.8 µM);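 active means maximum activity change below -70%; inconclusive means maximum activity change from -70% to -50%; inactive means maximum activity change above -50%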;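 further: thallium influx rate constant from kinetic fluorescence after stimulation buffer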
#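 Thallium flux via FluxOr fluorescence (Red40 quencher, 45 min loading) in U2OS cells virally expressing the KCNH2 3.1 isoform (1.77 x 10^8 /mL virus, overnight at 37 C). Rate constants from 2-min kinetic reads post-stimulation, normalised to positive and negative controls.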
# Eya2 inh = blocks the phosphatase activity of human Eya2; 0.006% of 330,000 active; O00167; recombinant Eya2, OMFP fluorescence dephosphorylation (OMFP is methylfluorescein phosphate); AID 488837; Potency, µM (top dose mostly 76.9 µM), for inactives: top-dose activity, negative = inhibition, actives largely listed as inhibitors; further: potency means the concentration at half of the fitted maximal effect
# Target sequence (O00167 whole entry, looked up): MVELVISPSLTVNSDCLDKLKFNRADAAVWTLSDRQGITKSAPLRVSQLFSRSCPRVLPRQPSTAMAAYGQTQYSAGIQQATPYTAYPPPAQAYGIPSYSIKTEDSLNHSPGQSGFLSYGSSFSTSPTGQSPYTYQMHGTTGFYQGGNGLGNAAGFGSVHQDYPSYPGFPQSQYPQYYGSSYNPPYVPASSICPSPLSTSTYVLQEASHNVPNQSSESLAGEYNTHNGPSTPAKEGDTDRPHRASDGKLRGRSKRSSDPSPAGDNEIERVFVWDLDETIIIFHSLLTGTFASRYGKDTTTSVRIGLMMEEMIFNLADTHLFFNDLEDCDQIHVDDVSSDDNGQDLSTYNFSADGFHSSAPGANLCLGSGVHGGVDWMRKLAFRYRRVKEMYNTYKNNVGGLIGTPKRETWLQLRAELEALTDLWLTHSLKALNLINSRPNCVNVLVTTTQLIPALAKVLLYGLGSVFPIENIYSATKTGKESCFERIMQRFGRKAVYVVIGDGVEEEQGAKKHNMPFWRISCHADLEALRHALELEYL
#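 Eya2 (0.2 uM) preincubated 10 min at ambient with compound, then OMFP substrate added at 50 uM; 10 min reaction in 50 mM HEPES pH 7.5, 50 mM NaCl, 5 uM MgCl2, 0.05% BSA, 1 mM DTT. Fluorescence read at Ex 485/Em 525 nm.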
# Giardia kill = kills Giardia lamblia. Giardia lamblia trophozoite viability. activity change, % at 7.66 µM, hits read low. 0.15% of 340,000 active. AID 540267; in the data active means activity change below about -80%; inconclusive means between about -30% and that limit;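 further: parasites exposed to compound for two days anaerobically before the ATP read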
#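 Luminescence from cellular ATP indicates surviving trophozoites (100 cells/well) following 48 hrs anaerobic compound treatment at 37 deg C; signal develops 15-30 min at room temperature.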
# Starred values were filed as active, the others as inactive; u = inconclusive; x = no result given; [ ] = remark or other dose. Unless noted, the call rests on the fitted dose curve; in most records, active means well fitted curve in the direction sought with a large enough effect; inconclusive means small, poorly fitted or top-dose-only effect, or another doubt; inactive means no such curve, though single readings can be large; an effect the other way counts as inactive or inconclusive. Unless noted, on the % scale 0 is the no-effect control and ±100 the full control effect. The order is random; any-hit rate near 2.4%.
SMILES,PKM2 act,uPA generation,USP2a inh,BCR signal inh,FBPA coupling cs,GALK inh,B2AR arrestin,KCNH2 WT inh,KCNH2 3.1 inh,Eya2 inh,Giardia kill
Cc1cc(C)n2nc(CNS(=O)(=O)c3cccc([N+](=O)[O-])c3)nc2n1,x,2.4%,7.2%,-1.5%,-1.0,1.9%,-0.2%,4.2,18.3,3.2%,-4.1
Cc1ccc(NS(=O)(=O)N(C)C)cc1,-4.1%,4.9%,2.7%,3.3%,-2.7,-4.1%,-0.1%,-0.4,-2.4,10.9%,-1.5
Cn1c(=O)c2c(-c3ccccc3F)c3c(nc2n(C)c1=O)-c1ccccc1C3O (configuration not stated),2.1%,-6.9%,-6.3%,13.9%,-0.7,-0.7%,-0.4%,-4.0,-2.2,-13.6%,2.3
O=c1[nH]c2ccccc2nc1-c1ccccc1,1.4%,-4.0%,2.8%,16.0%,2.6,1.0%,0.2%,-6.4,6.5,10.0%,-28.1
C=CCn1c(SCn2nnc3ccccc3c2=O)nnc1-c1ccc(Cl)cc1,3.5%,x,0.3%,0.4%,2.2,1.6%,-0.6%,-11.7,-7.2,-3.7%,-13.1
O=C(N/N=C/c1cccnc1)c1ccc([N+](=O)[O-])cc1Cl,7.2%,-0.1%,-0.2%,-0.3%,-1.4,3.9%,0.1%,2.0,1.7,-3.5%,1.0
COc1ccc(OC)c(NC(=O)c2c(NC(=O)CNCc3ccco3)sc3c2CCC3)c1,2.4%,2.0%,-3.9%,1.0%,-1.8,6.5%,0.3%,2.6,14.2,-7.3%,8.8
COC(=O)[C@H](C)N(Cc1ccc(Cl)c(Cl)c1)S(=O)(=O)CCN1CCN(c2ccccc2)CC1,x,-19.7%,-0.2%,-0.4%,x,x,-0.2%,13.2,-5.9,1.4%,1.0
O=C(O)c1[nH]c2ccccc2c1C(c1cccc(O)c1)c1c(C(=O)O)[nH]c2ccccc12,x,12.1%,-12.1%,-2.7%,22.2,-3.9%,-0.2%,-7.3,-7.4,-8.9%,-15.8
CCCCCCNCC1OCc2ccccc2CO1,-3.0%,0.0%,7.8%,-3.9%,4.1,0.2%,0.0%,3.8,9.1,3.2%,7.8
CCOC(=O)c1sc(Nc2nc(OC)cc(OC)n2)nc1C,-12.9%,-4.8%,-1.8%,u,-0.3,1.0%,-0.8%,4.4,10.9,8.7%,-0.3
COc1ccc(N2CCN(C3CCCN(C(=O)CN4CCCC4=O)C3)CC2)cc1 (configuration not stated),-0.8%,1.8%,0.6%,-8.4%,2.1,5.8%,0.5%,-8.4,-8.3,6.7%,8.7
Cc1ccc(S(=O)(=O)NC(=O)Nc2nnc(C)s2)cc1,-1.8%,-0.7%,-0.3%,-1.4%,-0.2,0.5%,-0.1%,2.9,10.1,12.2%,-17.4
COc1ccc(C(=O)NC(=S)N2CCN(c3ccc([N+](=O)[O-])cc3)CC2)cc1,2.6%,-4.6%,3.9%,-2.0%,3.9,5.4%,-1.7%,-17.9,u,-6.6%,-2.0
CCN(CC)CCNc1oc(-c2ccccc2)nc1S(=O)(=O)c1ccccc1,x,-10.4%,0.5%,-0.7%,x,x,-0.9%,-2.4,-12.7,-38.2%,-3.4
CCCCC(=NCCc1c(C)[nH]c2ccc(OC)cc12)C1=C(O)CC(c2ccccc2)CC1=O (configuration not stated),-3.2%,-9.6%,-0.2%,u,4.4,7.5%,-0.2%,-49.0,-44.4,-7.0%,-4.7
CCN(CC)S(=O)(=O)c1ccc(C)c(NC(=S)NC2CCCCC2)c1,2.5%,-0.2%,2.3%,-1.7%,-1.3,7.7%,-0.1%,13.9,31.0,-10.5%,-14.7
CC(C)NS(=O)(=O)c1ccc(OCC(=O)Nc2ccc3c(c2)OCO3)c(Cl)c1,-2.1%,-7.5%,1.8%,u,-3.6,-0.3%,-0.5%,2.2,10.4,-23.5%,1.7
CCN1CCN(C(=O)C2CCN(S(=O)(=O)c3ccc(Br)cc3)CC2)CC1,x,4.8%,5.0%,4.9%,x,-2.2%,0.1%,-1.1,1.8,-5.3%,1.8
Cc1cc(C)n2c(SCC(=O)Nc3cc(C)on3)nnc2n1,6.4%,-0.3%,2.8%,23.6%,9.1,-1.9%,9.8%,2.3,-2.0,-2.7%,24.2
Cc1ccc2nc(NCc3ccc(F)cc3)c3nncn3c2c1,3.4%,13.5%,-0.6%,u,4.2,2.0%,-0.4%,x,13.8,-15.1%,9.0
O=C(NC(Cc1ccccc1)C(=O)N1CCN(c2ccccn2)CC1)c1ccco1 (configuration not stated),-0.7%,-4.8%,0.9%,u,1.8,0.4%,0.1%,-4.3,-13.0,-17.3%,14.0
Nc1nc(COc2ccc3ccccc3c2)cs1,4.7%,-18.1%,x,x,4.0,1.7%,x,-8.7,-11.8,x,-26.8
Cc1cccc(-n2cnc(C(=O)NNC(=S)Nc3ccccc3)c2)n1,-5.6%,-7.2%,0.3%,-18.4%,-1.8,0.3%,-0.1%,-11.8,2.4,4.1%,3.2
COc1cc(NC(=O)CSCc2ccc(Cl)cc2)c(C(=O)O)cc1OC,-0.2%[11.5 µM],0.4%,0.2%,-3.3%,-6.1,-0.9%,4.4%,5.1,-3.5,-3.5%,10.9
COc1ccc(CCNC(=S)NC(=O)c2ccccc2)cc1C,2.6%,-1.0%,-1.0%,0.3%,1.2,4.0%,-1.0%,-5.3,-2.7,-3.3%,-1.0
COC(=O)CN1C(=S)N(C)C(=O)/C1=C/c1cccs1,1.2%,-24.5%,1.0%,5.0%,-4.8,1.5%,-0.1%,-12.2,-7.5,14.7%,-6.2
c1ccc(Nc2cccc(Nc3ccccc3)n2)cc1,12.7%,1.6%,-1.2%,u,-5.9,-0.7%,-0.6%,-0.4,-20.0,5.5%,-9.9
CC(C)(O)C(=O)N/N=C\c1ccc(OC/C=C/c2ccccc2)cc1,0.0%,2.8%,0.5%,2.5%,3.1,3.6%,-0.2%,14.3,2.4,9.0%,-10.2
COc1cc(C(=O)NCCc2nc3ccccc3n2C)cc(OC)c1OC,0.0%,4.5%,3.1%,u,-0.1,0.9%,-0.8%,-3.4,-15.5,3.5%,-6.4
CCc1nc(N2CCN(C(C)=O)CC2)c2c3c(sc2n1)CCCC3,0.5%,-15.7%,-1.4%,u,3.0,-1.1%,0.3%,-7.5,8.8,5.4%,13.6
Cc1oc(-c2cccc3ccccc23)nc1CN1CCC[C@H]1CO,1.4%,10.3%,0.5%,23.9%,0.0,8.3%,-0.2%,14.0,8.3,-0.1%,-0.1
Cn1c(=O)n(-c2ccccc2)c(=O)c2c3c(sc21)COC(C)(C)C3,-0.1%,-4.4%,-1.9%,7.8%,0.8,-0.3%,-1.0%,-5.7,-9.3,-12.0%,-8.7
COc1cc2c(cc1OC)CN(Cc1cc(=O)oc3c(C)c(C)ccc13)CC2,17.5%,-11.4%,1.1%,11.9%,-2.0,-0.9%,-0.7%,2.4,5.1,-12.1%,u
COc1ccc(C(=O)NCCCN2CCOCC2)cc1S(=O)(=O)N1CCCc2ccccc21,3.3%,3.6%,-4.2%,u,0.2,-1.8%,0.0%,1.5,-6.5,-5.7%,-9.0
O=C(CCc1c[nH]c2ccccc12)N1CCN(S(=O)(=O)c2ccc(F)cc2)CC1,x,3.3%,1.4%,5.2%,x,x,-0.3%,-4.6,-9.9,-6.7%,5.3
O=C(NCc1ccc2c(c1)OCO2)c1cc2c(s1)CSC2,16.7%,-0.5%,2.4%,-2.5%,1.9,x,-1.3%,5.3,1.2,-8.8%,-2.5
CC(=O)c1ccc(N2CCN(C(=O)c3ccc4c(c3)OCO4)CC2)cc1,-5.3%,-11.6%,3.6%,-1.1%,3.5,4.1%,-0.9%,-11.5,1.6,3.3%,23.9
Cc1ccc(S(=O)(=O)N2CCC[C@H]2C(=O)NCc2ccccc2Cl)cc1,x,6.8%,0.8%,-2.6%,x,x,0.0%,4.8,x,-0.3%,-2.7
CC(C(=O)N1CCCc2ccccc21)N1CCN(c2ccccn2)CC1 (configuration not stated),-4.7%,-6.3%,-0.4%,0.1%,1.9,-0.6%,0.5%,0.4,-12.4,4.2%,19.2
CCN1CCCC1CNCC(O)COc1ccc(C(C)(C)C)cc1C (configuration not stated),-0.3%,-3.6%,0.9%,-7.6%,1.9,0.4%,-0.4%,8.5,-16.0,-2.6%,1.6
COc1ccc(S(=O)(=O)N2CCC(C(=O)Nc3nnc(CCN4CCCCC4)s3)CC2)cc1,-2.3%,5.2%,-7.4%,2.4%,8.6,0.6%,-0.1%,10.7,-11.9,6.3%,8.5
